TrxR1 inh = rat TrxR1 inhibition; recombinant rTrxR1, NADPH fluorescence consumption, selenite substrate; Potency, µM (highest dose often 114 µM), inactives show top-dose activity change, negative = inhibition, hits mostly inhibitors; 1% of 390,000 active; further: on the % scale 0 is the no-effect control and ±100 the full control effect; nearly all actives have a fitted effect of over 65% in size
Target sequence (O89049 whole entry, looked up): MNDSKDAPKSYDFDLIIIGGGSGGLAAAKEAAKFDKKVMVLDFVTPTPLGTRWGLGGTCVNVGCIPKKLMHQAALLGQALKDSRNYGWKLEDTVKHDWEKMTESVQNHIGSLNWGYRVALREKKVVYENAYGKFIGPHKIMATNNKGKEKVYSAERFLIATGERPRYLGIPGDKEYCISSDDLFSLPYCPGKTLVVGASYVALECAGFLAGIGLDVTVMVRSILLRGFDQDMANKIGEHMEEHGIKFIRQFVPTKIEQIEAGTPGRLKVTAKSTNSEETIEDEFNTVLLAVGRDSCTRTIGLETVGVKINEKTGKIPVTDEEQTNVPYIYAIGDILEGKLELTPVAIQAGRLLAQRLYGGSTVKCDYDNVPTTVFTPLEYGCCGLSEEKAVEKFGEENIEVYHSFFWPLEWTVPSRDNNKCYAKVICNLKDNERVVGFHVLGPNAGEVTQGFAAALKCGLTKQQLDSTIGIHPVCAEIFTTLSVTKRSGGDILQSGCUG
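Rat TrxR1 (90 nM in the dispensed reagent) was pre-reduced with 400 uM NADPH for 5 min at room temperature, then incubated with compound for 15 min. After 400 uM selenite was added, NADPH fluorescence (Ex 340/Em 450 nm) was followed for 8 min.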
12-LOX inh = blocks human arachidonate 12S-lipoxygenase. 1.1% of 580,000 active. Potency, µM (top dose mostly 108 µM), for inactives: at the top dose activity change, negative = inhibition, most hits filed as inhibitors. purified 12hLO, xylenol orange hydroperoxide absorbance. P18054; further: on the % scale 0 is the no-effect control and ±100 the full control effect
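Purified human 12hLO at 150 nM in 25 mM Hepes, 0.01% Triton X-100, pH 7.0, preincubated 15 min at room temperature with compound. Reaction started with 40 uM arachidonic acid, 30 min at room temperature. Hydroperoxide measured by Fe-xylenol orange, 573/405 nm absorbance ratio.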
RGS4 inhibitor = inhibitors of human regulator of G protein signaling 4. P49798. Transcreener GDP fluorescence polarization, RGS4-accelerated GTP hydrolysis. Potency, µM (titrated, usually from 114 µM), for the others: at the top dose activity change, negative = inhibition, usual class: inhibitors. 0.039% of 390,000 active; further: on the % scale 0 is the no-effect control and ±100 the full control effect; nearly all actives have a fitted effect of over 75% in size; some results filed as inactive show a strong effect at the top dose
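MLSMR compounds (23 nl, pin-transferred) preincubated 10 min at room temperature with a 500nM (2x) first reagent, then RGS4 at 900nM (2x) plus Transcreener GDP mix added; fluorescence polarization (620/688 nm) read before and after 90 min at 30 °C.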
RXFP1 agonist = agonists of human relaxin receptor RXFP1; 0.3% of 370,000 active; Q9HBX9; Potency, µM (highest dose often 57.5 µM), for inactives: top-dose activation, actives largely listed as activators; HEK293T-RXFP1 cAMP TR-FRET, 30 min; response scale: percent of porcine relaxin response, buffer zero; further: on the % scale 0 is the no-effect control and ±100 the full control effect; nearly all actives have a fitted effect of over 60% in size; many of its hits are not listed in these tables
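HEK293 cells stably expressing RXFP1, treated 30 min at 37C with compounds plus PDE4 inhibitor Ro 20174; cAMP measured by HTRF TR-FRET. Normalized to buffer and 29 nM porcine relaxin; EC50 by Hill fit.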
Vif-A3F inh = blocks the Vif interaction with APOBEC3F | HeLa A3F-eYFP + Vif (tagged APOBEC3F with the HIV-1 protein that degrades it), YFP fluorescence increase | 0.2% of 390,000 active | Potency, µM (doses to about 46.1 µM), without a hit: at the highest dose activity, negative = active; further: % of control where 0% means no effect; nearly all actives have a fitted effect of over 65% in size
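HeLa cells stably expressing A3F-eYFP plus Vif, plated and incubated overnight at 37 deg C, then exposed to compounds overnight at 37 deg C. Blocked degradation read as raised yellow fluorescence (Ex 488/Em 500-530).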
TrxR1 substrate = substrates of rat thioredoxin reductase 1; O89049; 0.01% of 390,000 active; Potency, µM (highest dose often 114 µM), inactives show at the highest dose activity change, negative = substrate turnover; purified TrxR1 substrate turnover, NADPH consumption readout; further: on the % scale 0 is the no-effect control and ±100 the full control effect; nearly all actives have a fitted effect of over 50% in size
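Rat TrxR1, dispensed at 90 nM, was prereduced with 400 uM NADPH (final) for 5 min at ~22 deg C, then incubated with compound 15 min before 400 uM selenite. A first-read NADPH fluorescence drop versus no-compound background flagged substrates.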
Vif-A3G inh = Vif-A3G binding inhibition | Q9HC16 | HeLa A3G-eYFP + Vif (tagged APOBEC3G with the HIV-1 protein that degrades it), YFP fluorescence, overnight | Potency, µM (doses to about 46.1 µM), without a hit: at the top dose activity, negative = active, usual class: inhibitors | 0.076% of 410,000 active | AID 602310;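 further: on the % scale 0 is the no-effect control and ±100 the full control effect; nearly all actives have a fitted effect of over 60% in size; hits raise eYFP signal because A3G escapes Vif-driven loss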
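Read-out is eYFP fluorescence (Ex 488/Em 500-530) from Vif-expressing HeLa A3G-eYFP cells; more signal means A3G escaped Vif-mediated degradation. Cells plated overnight, compound pinned in, incubated overnight at 37 deg C.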
USP1 inh = blocks the human USP1/UAF1 deubiquitinase complex; O94782; recombinant USP1/UAF1, Ub-Rhodamine cleavage fluorescence; Potency, µM (titrated, usually from 57.1 µM), for the others: top-dose activity change, negative = inhibition, actives largely listed as inhibitors; 0.23% of 390,000 active; AID 743255; further: on the % scale 0 is the no-effect control and ±100 the full control effect; nearly all actives have a fitted effect of over 60% in size; inactives centre near -12
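1 nM enzyme complex + cpd, 15 min RT; start with Ub-Rho 150nM final; kinetic fluorescence ex 480/em 540, 6 reads q60 s. Buffer 50mM HEPES pH 7.8, 0.5mM EDTA, 0.1 mg/ml BSA, 1mM TCEP, 0.01% Tween-20.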
mIDH1 inhibitor = inhibitors of human mutant IDH1 R132H | O75874 | IDH1-R132H enzyme, NADPH consumption, diaphorase/resazurin fluorescence | Potency, µM (highest dose often 76.6 µM), inactives show at the highest dose activity change, negative = inhibition, most hits filed as inhibitors | 0.093% of 390,000 active; further: on the % scale 0 is the no-effect control and ±100 the full control effect; nearly all actives have a fitted effect of over 65% in size
Target sequence (O75874 whole entry R132H, stated change not applied): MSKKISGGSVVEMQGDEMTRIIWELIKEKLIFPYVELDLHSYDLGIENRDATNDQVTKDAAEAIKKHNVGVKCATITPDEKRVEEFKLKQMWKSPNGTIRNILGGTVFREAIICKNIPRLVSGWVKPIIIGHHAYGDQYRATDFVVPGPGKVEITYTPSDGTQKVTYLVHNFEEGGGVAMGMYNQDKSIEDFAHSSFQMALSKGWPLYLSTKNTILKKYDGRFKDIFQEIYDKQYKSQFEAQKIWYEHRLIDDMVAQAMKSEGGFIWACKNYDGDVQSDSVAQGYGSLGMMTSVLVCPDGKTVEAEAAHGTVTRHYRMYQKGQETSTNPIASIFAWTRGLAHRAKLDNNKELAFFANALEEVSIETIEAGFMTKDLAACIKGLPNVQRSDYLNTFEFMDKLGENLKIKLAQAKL
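IDH1-R132H (0.5 ug/mL) preincubated 30 min with compound, then NADPH (0.016 mM) and alpha-KG (2 mM) added; 80 min at RT, pH 7.5. Remaining NADPH coupled via diaphorase/resazurin to fluorescence (540/590 nm); concentration-response curves normalized to no-enzyme control.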
An asterisk follows results filed as active; ? = inconclusive; / = no result given; & = joins results of further samples; [ ] = another dose, or the depositor's remark. The call rests on the fitted dose curve; in most records, active means well fitted curve in the direction sought with a large enough effect; inconclusive means small, poorly fitted or top-dose-only effect, or another doubt; inactive means no such curve, though single readings can be large; an effect the other way counts as inactive or inconclusive. Potency means the concentration at half of the fitted maximal effect. Only part of the results is shown, so the mix of outcomes need not match the whole.

No. | Molecule | TrxR1 inh | 12-LOX inh | RGS4 inhibitor | RXFP1 agonist | Vif-A3F inh | TrxR1 substrate | Vif-A3G inh | USP1 inh | mIDH1 inhibitor
1 | COC(=O)c1ccccc1NC(=O)CSc1nnnn1C1CCCCC1 | 6% | 38%[activator] | 7%[56.9 µM] | -1.0% | 1% | -6% | 2% | -6% | 7%
2 | COc1ccccc1CNC(=O)CCn1c(=O)c2ccccc2n(CC(=O)Nc2cc(Cl)ccc2C)c1=O | 32% | -14% | 6% | -0.8% | -1% | 9% | 1% | -24% | 9%
3 | COc1ccc(OC)c(C(=O)COC(=O)CN2C(=O)NC3(CCCCC3C)C2=O)c1 (stereo not given) | 13%[57.1 µM] | ? | 10% | 1.0% | -7% | 9%[57.1 µM] | -2% | -23% | 5%
4 | CCOc1ccc(C(F)(F)F)cc1NC(=O)c1ccc(OC)c([N+](=O)[O-])c1 | 8% | -33% | -7% | -1.2% | -2% | 1% | 1% | ? | 1%
5 | CCn1c(SCC(=O)N2CCC(C(N)=O)(N3CCCCC3)CC2)nc2ccccc2c1=O | 1%[57.1 µM] | -12% | 5% | / | -6% | 18%[57.1 µM] | 0% | -6% | 2%
6 | CCc1ccc(NC(=O)CSc2nc(-c3ccccc3Cl)nc3c2Cc2c(CO)cnc(C)c2O3)cc1 | -25% | -11% | -5% | -0.3% | -5% | -5% | -6% | -8% | 35%[activator]
7 | O=C(Nc1ccc(N2CCN(c3ccc(F)cc3)CC2)c(C(=O)O)c1)c1ccccc1F | 8%[57.1 µM] | -3% | 8% | 0.8% | -2% | 3%[57.1 µM] | -4% | 13% | 0%
8 | Cn1c(=O)c2c(nc(SCC(=O)NCc3ccc4c(c3)OCO4)n2Cc2ccc(Cl)cc2)n(C)c1=O | 0% | 4% | -30% | 0.0% | -2% | -8% | ? | 11% | -6%
9 | C=CCNC(=O)C1CCN(c2ccc(S(=O)(=O)N3CCOCC3)cc2Cl)CC1 | 13%[57.1 µM] | -1% | -45% | 0.3% | 0% | 8%[57.1 µM] | -19% | -14% | -9%
10 | CCOc1ccccc1N1CCN(S(=O)(=O)c2ccc3c4c(cccc24)C(=O)N3)CC1 | -9% | 51%[activator] | -13% | 0.7% | / | -8% | 0% | -13% | 5%
11 | CCOC(=O)c1ccc(NC(=O)C2CC2)cc1 | 16%[57.1 µM] | -21% | -17% | 0.4% | -2% | -3% | 0% | -6% | 3%
12 | O=C(Nc1ccc(-n2ccnc2P(=O)(O)c2ccccc2)cc1)c1ccccc1Br | -4% | ? | -29% | 1.0% | -13% | 1% | 2% | -2% | 7%
13 | Cc1nn(-c2cc(N3CCNCC3)ccc2[N+](=O)[O-])c(=O)c2ccccc12 | ? | 7%&-12% | 21% | -3.2% | -8% | -11% | 3% | 5% | 0%
14 | Cc1csc2nc(CSc3nc4ccccc4o3)cn12 | 3% | -23% | -5% | 4.6% | 5% | -8% | 3% | -6% | 6%
15 | COc1ccccc1OCCn1cc(C=O)c2ccccc21 | 23% | ? | -9% | 2.6% | 0% | 1% | -3% | -23% | 5%
16 | COc1ccc(-n2ncc3c(=O)n(CC(C)=O)cnc32)cc1 | 37% | -1% | -5% | 2.6% | -5% | 7% | -4% | -18% | 8%
17 | CCOC(=O)C1CCN(C(=O)c2ccc(OC3CCN(C(=O)CCOC)CC3)cc2)CC1 | -28% | -2% | -2% | 0.1% | -5% | -5% | 2% | -8% | -10%
18 | Cn1c(O)c(N=NC(=O)c2cc(-c3cccs3)nc3ccccc23)c2ccccc21 | -2% | 0% | 21% | -0.9% | -8% | -12% | -1% | -21% | 3%
19 | COCCCN(C(=O)CSc1nc2ccccc2c(=O)n1C)c1c(N)n(Cc2ccccc2)c(=O)[nH]c1=O | 0% | -22% | -28% | / | -21% | 0% | 0% | -19% | -3%
20 | Cc1ccc(N2CC(C(=O)Nc3cc(Cl)ccc3-n3cncn3)CC2=O)cc1 (stereo not given) | 13% | -18% | -17% | 3.3% | -10% | 3% | 2% | -20% | -5%
21 | COc1ccccc1NS(=O)(=O)c1ccc(N/N=C/c2c(C)nn(-c3ccccc3)c2N2CCCC2)c([N+](=O)[O-])c1 | 15%[57.1 µM] | -5% | 15% | -0.1% | -11% | 6%[57.1 µM] | 0% | -10% | 4%
22 | O=C(O)CCCC(=O)NCCc1ccncc1 | 10% | -30% | -10% | -0.5% | -1% | 1% | -6% | -9% | -1%
23 | CC(=O)Nc1sc(NC(=O)c2ccc(C)cc2)nc1-c1cccs1 | 4%[57.1 µM] | -23% | 8% | 2.0% | -1% | 6%[57.1 µM] | -19% | -22% | -4%
24 | COc1cc(NC2CCCCC2O)c2nc(-c3ccc(Cl)cc3)ccc2c1 (stereo not given) | 4% | ? | 15% | 5.3% | ? | 2% | 5% | -26% | 7%
25 | C=CCSC1=NC(N)=C(C#N)C2(CCCCC2)C1C(N)=O (stereo not given) | -5% | 0% | 6% | 0.0% | -1% | 4% | 1% | -18% | 1%
26 | CN(Cc1cnn(C)c1)S(=O)(=O)c1cccc([N+](=O)[O-])c1 | 8%[57.1 µM] | 0% | -19% | 5.2% | -20% | 6% | 0% | -7% | 1%
27 | C/C(=N\NC(=O)c1cccc(N/N=C(\C)c2cc(O)ccc2O)c1)c1cc(O)ccc1O | 11%[57.1 µM] | -16% | -41% | -0.1% | 1% | -2%[57.1 µM] | 0% | -17% | 1%
28 | COc1cc(-c2cc(C(=O)Nc3nc4ccccc4s3)c3ccccc3n2)cc(OC)c1OC | 19% | -13% | -5% | 2.9% | -2% | 4% | -3% | -22% | -2%
29 | Cc1[nH]c2ccccc2c1C(=O)CN1CCCC1 | -22% | -10%[57.4 µM] | -30% | 0.3% | -10% | 10% | -1% | -14% | 1%
30 | CC(C)CN1CCN(Cc2cc3ccccc3[nH]2)CC1CCO (stereo not given) | -1% | -23% | 8% | -0.4% | ? | 1% | -11% | -25% | 1%
31 | CCS(=O)(=O)N1CCc2cc(C(=O)Nc3cccc(C(C)=O)c3)ccc21 | 6% | -15% | -6% | 0.8% | -9% | 0% | 1% | -15% | 1%
32 | COC(=O)Cc1n[nH]c(=S)[nH]c1=O | ? | -15% | -26% | 1.6% | 1% | 2%[57.1 µM] | 0% | -14% | -7%
33 | CN1CC(=O)N2[C@H]3c4ccccc4OC[C@@H]3[C@H](c3ccccc3)[C@]2(C)C1=O | 23%[57.1 µM] | 1% | 15% | / | 3% | 10%[57.1 µM] | 2% | -8% | 0%
34 | COC(=O)c1ccc(C(NC(=O)OCc2ccccc2)/C(C)=C/[C@@H](C)C(=O)NCc2ccc(-c3ccccc3)cc2)cc1 (stereo not given in full) | 3%[57.1 µM] | / | 13% | 4.6% | 6% | 0%[57.1 µM] | -5% | -17% | -9%
35 | Cc1nc2nc(CNC(=O)OC(C)(C)C)nn2c(C)c1CCC(=O)NCc1ccccc1Cl | 10% | -13% | -11% | 0.5% | 3% | 4% | -1% | -10% | 18%
36 | O=C1Nc2cc(C(=O)NCCCN3CCCC3)ccc2S/C1=C/c1ccccc1F | 6% | 7% | -33% | 1.6% | -16% | 1% | -1% | -24% | 9%
37 | CCc1cccc(CC)c1NC(=O)CO/N=C(\N)CC(=O)NC1CCCCC1 | 21% | 13% | -12%[11.4 µM] | -0.2% | -20% | 7% | -4% | -20% | 5%
38 | Cc1cccc(NS(=O)(=O)c2ccc(Oc3ccccc3)cc2)n1 | 11% | -13% | -45% | 0.3% | / | 33%[activator] | 0% | -21% | -6%
39 | O=C(CNC(=O)c1ccccc1F)OCC(=O)N1CCCc2ccccc21 | 1%[57.1 µM] | 22% | -11% | -2.0% | 6% | -4% | 0% | -7% | 5%
40 | N#Cc1ccc(C(=O)Nc2ccc(Cl)c(-c3nc4cc(Cl)ccc4o3)c2)c(F)c1 | 17% | 3% | 6% | 1.1% | ? | 11%[11.4 µM] | -22% | -1% | -8%
41 | Cc1ccc(Cl)cc1NC(=O)C(=O)NCC(c1cccnc1)N1CCc2ccccc21 (stereo not given) | 1% | 5% | -19% | -1.5% | 1% | -10% | -6% | ? | -1%
42 | CC[N+]1(C)[C@@H]2CC[C@H]1CC(OC(=O)[C@H]1CCC(C(=O)OC3C[C@H]4CC[C@@H](C3)[N+]4(C)CC)(c3ccccc3)c3ccccc31)C2 (stereo not given in full) | 8% | -25% | -5% | -0.4% | -4% | 9% | 2% | -23% | 1%
43 | O=C(c1ccc(N2CCCC2)c([N+](=O)[O-])c1)N1CCc2ccccc2C1 | 5%[57.1 µM] | -1% | -38% | 1.8% | -13% | 4%[57.1 µM] | -8% | -12% | 14%
44 | CC(C(=O)Nc1ccccc1-c1ccccc1)N1CCCCC1 (stereo not given) | 12%[57.1 µM] | -17% | ? | 1.7% | 1% | -7% | -4% | -20% | 6%
